# Bioassay records as filed in PubChem.
# LYP act = increases human PTPN22 phosphatase activity; Q9Y2R2; recombinant LYP, DiFMUP fluorescence; 0 = plate median, 100 = signal doubled; activation, % at 2 µM; 96,000 tested, 0.11% active;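 active = activation at 2 µM above a set limit, the mean plus 5 SD, cut at about 37% in these data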
# Target sequence (Q9Y2R2 whole entry, looked up): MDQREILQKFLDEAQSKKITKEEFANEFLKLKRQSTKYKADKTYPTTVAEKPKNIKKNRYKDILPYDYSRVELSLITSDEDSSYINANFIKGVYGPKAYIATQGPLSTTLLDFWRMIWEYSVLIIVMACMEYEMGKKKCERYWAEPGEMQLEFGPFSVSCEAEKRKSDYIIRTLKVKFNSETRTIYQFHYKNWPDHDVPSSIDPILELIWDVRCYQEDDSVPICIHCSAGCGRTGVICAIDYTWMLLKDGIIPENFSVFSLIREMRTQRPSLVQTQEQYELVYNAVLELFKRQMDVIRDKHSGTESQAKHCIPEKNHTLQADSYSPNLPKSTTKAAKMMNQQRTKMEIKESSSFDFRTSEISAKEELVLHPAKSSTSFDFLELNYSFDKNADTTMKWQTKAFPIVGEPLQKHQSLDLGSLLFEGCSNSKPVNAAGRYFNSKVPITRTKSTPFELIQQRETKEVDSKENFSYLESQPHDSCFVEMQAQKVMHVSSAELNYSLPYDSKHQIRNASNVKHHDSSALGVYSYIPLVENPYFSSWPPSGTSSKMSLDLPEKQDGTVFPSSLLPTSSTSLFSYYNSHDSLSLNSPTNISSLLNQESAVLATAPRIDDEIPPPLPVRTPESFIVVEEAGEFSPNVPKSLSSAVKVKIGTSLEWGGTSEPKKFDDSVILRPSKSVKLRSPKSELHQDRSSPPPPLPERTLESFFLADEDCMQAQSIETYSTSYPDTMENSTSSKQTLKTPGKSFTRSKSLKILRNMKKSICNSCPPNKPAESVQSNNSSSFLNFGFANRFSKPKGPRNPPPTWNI
# PTK2B oligo ant = Pyk2 (human) oligomerization antagonism | z-score (the deposit names both 25 µM and 10 µM) | Q14289 | 99,000 tested, 0.83% active | AID 1347419 | Q293 cells, Pyk2 FERM NanoBiT luminescence; stronger effect = lower value;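 active = Z-score of -3 or lower, scaled per plate to the spread of control and sample wells; inactive = z-score above -3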;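 note: negative z-score means lost luminescence so less FERM oligomerization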
# LYP inh 2 = LYP (human) phosphatase inhibition. Q9Y2R2. recombinant LYP catalytic domain, DiFMUP fluorescence. inhibition, % at 2 µM. 96,000 tested, 0.21% active. AID 640;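 active = inhibition at 2 µM at or above a set limit, the screen mean plus 3 SD, cut at about 24% in these data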;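 note: 0% = DMSO with enzyme and 100% = enzyme fully blocked by orthovanadate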
# CYP2C9 inhib = inhibitors of human CYP2C9; 96,000 tested, 20% active; CYP2C9 Supersomes, luciferin-H conversion, luminescence; AID 777; P11712; inhibition, % at 5 µM;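 active = blocking of liver enzyme CYP2C9 beyond about 50% at 5 µM, limit read from the data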; note: values of inactives mirror those of a sister screen read the other way
# PostGolgi ctrl = growth of the yeast control strain, post-Golgi counter-screen; efflux-deficient yeast background strain, growth absorbance A615, 16 h; inhibition, % at 10 µM; 98,000 tested, 5% active; AID 738
# E coli WT exp = growth inhibitors of E. coli BW25113 wild type. OD600 absorbance. growth inhibition, % at 100 µM. 98,000 tested, 0.15% active;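 active = growth inhibition above about 50% at one test dose, limit read from the data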;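 note: growth measured after 20 h incubation at 37 °C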
# DAT uptake mod = human DAT dopamine uptake with cocaine, either direction | LLC-PK1 hDAT cells, [14C]-dopamine uptake with cocaine IC80; actives deviate in either direction | Q01959 | 110,000 tested, 1.3% active | AID 449768 | B-score at 10 µM;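 active = Z score or B-score, a plate-position-corrected score, falls beyond the plate's 99.7% confidence bounds, in either direction; inactive = both scores lie inside the 99.7% bounds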;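 note: scored against the spread of the other compound wells on the same plate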
# CYP2C9 activ = CYP2C9 (human) activation; P11712; recombinant CYP2C9, luciferin-H conversion, luminescence; stronger effect = higher value; factor 1 = untreated enzyme, 0 = blocked; activation factor at 5 µM; 96,000 tested, 1.4% active; AID 1024;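 active = activation factor of 2 or more for CYP2C9 at a 5 µM dose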;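 note: 0 = sulfaphenazole-blocked wells and 1 = vehicle-only wells; values of inactives mirror those of a sister screen read the other way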
# PostGolgi yeast = growth inhibition of a yeast mutant, post-Golgi transport screen | post-Golgi transport phenotypic cell assay | inhibition, % at 10 µM | 98,000 tested, 0.9% active | AID 739;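 note: yeast cells grown in 1536-well plates; yeast grown about 18 h at 30C before absorbance read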
# The depositor's hits bear a star; / = not tested or not shown. Cut-off read from the data, not from the text of the source, unless noted: active = inhibition above about 30%; inactive = the rest.
SMILES,LYP act,PTK2B oligo ant,LYP inh 2,CYP2C9 inhib,PostGolgi ctrl,E coli WT exp,DAT uptake mod,CYP2C9 activ,PostGolgi yeast
O=c1c2ccccc2c2c(O)nc(-c3ccccc3)n2n1Cc1ccccc1,-9,-0.43,11,54*,22,-8,0.2,0.5,2
Cc1c(Cl)c([N+](=O)[O-])nn1CC(=O)Nc1c(C)n(C)n(-c2ccccc2)c1=O,-4,-0.02,7,10,10,-2,0.26,0.9,-6
O=C(NCCNS(=O)(=O)c1ccccc1Cl)c1cc(OCC(F)(F)F)ccc1OCC(F)(F)F,-2,-0.08,6,6,6,-5,0.032,0.9,5
COC(=O)c1cccc(NC(=S)NCCC2=CCCCC2)c1,6,-0.2,-2,50,17,-2,-1.3,0.5,-2
COc1ccc(CCNC(=O)CSc2nnc(CNC(=O)c3ccccc3F)o2)cc1OC,-7,0.11,9,15,1,-2,0.23,0.8,16
O=C(CNc1ccc(C(F)(F)F)cc1[N+](=O)[O-])OCC(=O)c1ccccc1,2,0.71,-5,55*,14,-1,-1.3,0.4,4
Cc1ccc(/C=N/NC(=O)c2ccc(C(=O)N/N=C/c3ccc(C)s3)o2)s1,5,-1.5,-2,-6,3,-15,-1.4,1.1,6
Cc1ccccc1N1C(=O)c2ccccc2N2C(=O)c3ccccc3C12 (centres undefined),-1,0.71,3,32,19,-3,0.27,0.7,2
COc1ccc(OCC(=O)NN2Cc3ccccc3C2=N)cc1,-8,0.51,8,13,31*,-7,-1.1,0.9,-1
CCNC(=O)CC1C(=O)N(c2ccccc2)C(=O)N1Cc1ccc(OC)cc1 (centres undefined),-13,-0.92,10,8,0,2,0.23,0.9,0
CCCCN(C(=O)NC(=O)Nc1c(C)cc(C)cc1C)S(C)(=O)=O,-6,0.11,6,25,7,-4,0.51,0.7,-2
COc1ccc(/C=N/NC(=O)c2csc(-n3nc(C)cc3C(F)(F)F)n2)cc1,-1,0.12,-2,32,29,4,0.14,0.7,-8
CSCC[C@H](NC(=O)OC(C)(C)C)C(=O)N/N=C/c1c(C)[nH]c(=O)[nH]c1=O,10,1.1,-5,10,-3,7,/,0.9,10
Cc1cccc2cc(CN(Cc3ccco3)C(=O)NC3CCCCC3)c(=O)[nH]c12,-4,-1.6,2,74*,41*,-7,2.4*,0.3,-3
COc1ccc(N2CCCn3c2nc2c3c(=O)n(CCc3ccccc3)c(=O)n2C)cc1,/,-1.7,/,4,/,/,-1.3,1,/

# Ordered by number of heavy atoms (high to low): five of the compounds above.
SMILES,LYP act,PTK2B oligo ant,LYP inh 2,CYP2C9 inhib,PostGolgi ctrl,E coli WT exp,DAT uptake mod,CYP2C9 activ,PostGolgi yeast
O=C(NCCNS(=O)(=O)c1ccccc1Cl)c1cc(OCC(F)(F)F)ccc1OCC(F)(F)F,-2,-0.08,6,6,6,-5,0.032,0.9,5
COc1ccc(N2CCCn3c2nc2c3c(=O)n(CCc3ccccc3)c(=O)n2C)cc1,/,-1.7,/,4,/,/,-1.3,1,/
CCNC(=O)CC1C(=O)N(c2ccccc2)C(=O)N1Cc1ccc(OC)cc1 (centres undefined),-13,-0.92,10,8,0,2,0.23,0.9,0
O=C(CNc1ccc(C(F)(F)F)cc1[N+](=O)[O-])OCC(=O)c1ccccc1,2,0.71,-5,55*,14,-1,-1.3,0.4,4
Cc1ccccc1N1C(=O)c2ccccc2N2C(=O)c3ccccc3C12 (centres undefined),-1,0.71,3,32,19,-3,0.27,0.7,2

# More results follow:
SMILES,LYP act,PTK2B oligo ant,LYP inh 2,CYP2C9 inhib,PostGolgi ctrl,E coli WT exp,DAT uptake mod,CYP2C9 activ,PostGolgi yeast
CCOC(=O)c1c(NC(=O)CSc2nc3c(c(=O)n(C)c(=O)n3C)n2C(C)C)sc(C)c1C,-4,2,7,26,10,-4,0.36,0.7,-6
CSc1cccc(NC(=O)C2CCN(S(C)(=O)=O)CC2)c1,5,0.18,-11,-4,-2,3,-1.2,1,2
COc1cc(C)c(S(=O)(=O)N2CCOCC2)cc1C(C)C,5,-1.4,-6,10,0,3,-0.15,0.9,-2
CCOC(=O)C1CCN(Cc2coc3c(Cl)cc(Cl)cc3c2=O)CC1,39*,0.96,-39,-80,6,2,-0.17,1.8,-3
O=C(NC(=S)Nc1ccc(N2CCOCC2)c(Cl)c1)C(c1ccccc1)c1ccccc1,6,-1.7,-2,76*,12,-14,0.11,0.2,-2
CCN(CC)S(=O)(=O)c1ccc(NC(=O)COc2c(OC)cccc2OC)cc1,31,-2.8,-31,36,10,-5,0.89,0.6,-1
COC(=O)Cn1cnc(=O)c(C#N)c1/C=C/N(C)C,0,0.46,-2,0,2,2,-0.42,1,8
Cn1c(=O)oc2cc(S(=O)(=O)N3CCCC(C(=O)Nc4ccccn4)C3)ccc21 (centres undefined),-11,/,8,-3,29,-5,0.016,1,-4
COC(=O)C1=C(C)NC(=O)/C1=C\c1cc(C)n(-c2ccccc2C)c1C,-6,0.97,4,4,32*,5,0.34,1,10
CC1CCN(S(=O)(=O)c2ccc(NC(=O)Cc3cccs3)cc2)CC1,12,0.09,-11,38,29,-7,0.64,0.6,-1
Cc1cccc(OCc2n[nH]c(=S)o2)c1,0,0.98,-1,10,14,-5,-0.35,0.9,-2
CCOC(=O)N1CCN(C(=O)CSc2ccccc2)CC1,-2,1,2,11,0,7,-0.00033,0.9,6
CC1(C)Oc2ccc3ccc(=O)oc3c2/C(=C/NC2CCCCC2)C1=O,-5,-0.53,3,/,/,/,0.18,/,/
O=C(NCc1ccccn1)c1c(O)c2c([nH]c1=O)CCCC2,-5,0.51,5,15,0,-8,-0.77,0.8,-5
O=C(/C=C/Sc1ccccc1)c1ccccc1,4,-1.1,-8,-11,1,1,-0.57,1.1,-1
Cc1ccc(NC(=O)C2CCN(C(=O)NC3CCCCC3)CC2)cc1Cl,9,-0.75,-8,6,6,-12,0.01,0.9,1
CCNC(=O)COC(=O)c1cc(=O)[nH]c2ccccc12,-1,-0.22,3,-10,4,5,0.31,1.1,5
C=CCc1cccc(/C=N/c2nc3ccccc3n2CC)c1O,-1,1.4,-2,8,14,1,-0.001,0.9,0
CC(=NCC1CCNCC1)C1=C(O)CC(C)(C)CC1=O,3,1.8,-5,4,-1,5,-0.85,1,2
CCCC(=O)Nc1ccc(C(=O)Nc2nc(CC(=O)OCC)cs2)cc1,8,0.73,-4,41,1,3,-0.2,0.6,-16
CCC(Sc1ncnc2c1nnn2-c1ccc(F)cc1)C(=O)OC (centres undefined),0,-0.52,0,17,9,2,-0.42,0.8,-4
O=C(Nc1nn[nH]n1)c1cccc(Oc2ccccc2)c1,/,0.28,/,-11,5,-6,-0.69,1.1,-11
O=C(Cc1ccccc1)Nc1c(C(=O)N2CCOCC2)cnn1-c1ccccc1,-1,-0.05,0,-6,18,2,0.8,1.1,-4
FC(F)(F)c1nnc2sc(-c3cccs3)nn12,5,1.7,-8,2,2,1,0.47,1,-3
Oc1ccc(CN2CCCCC2)nc1-c1ccccc1,1,0.68,-3,-14,7,1,1.4,1.1,-4
CCCCn1c(SCC(=O)c2ccc(OCC)cc2)nc2cc(S(N)(=O)=O)ccc21,-3,1.1,2,25,8,-13,-0.02,0.8,-5
Cc1ccc(C(=O)Nc2ccc3c(c2)OCO3)o1,-10,0.7,9,2,-5,26,0.6,1,17
CCOC(=O)C1C(c2ccc(C)o2)NC(=O)NC1(O)C(F)(F)F (centres undefined),8,/,-10,12,-10,5,/,0.9,13
O=C(NC1CCCC1)C1CCC(=O)N1C1CCCC1 (centres undefined),4,0.14,-6,12,14,-1,-0.38,0.9,5
Cc1ccc(C2CC(=O)Nc3sc(C(N)=O)c(N)c32)cc1 (centres undefined),-3,0.5,3,22,-4,6,0.014,0.8,-25
COCc1cc(C)nc2sc3c(=O)n(Cc4ccco4)nnc3c12,8,/,-12,17,2,-4,-1.3,0.8,-4
CCOc1ccc(NC(=O)C2CCCN(C(=O)NCc3ccccc3)C2)cc1 (centres undefined),-5,1.3,7,/,/,/,0.62,/,/
Cc1ccc(CCNC(=O)c2nnn(-c3cccc(C)c3)c2N)cc1,2,0.54,-2,8,2,5,0.07,0.9,1
COc1ccc(C(=O)NC(=S)NNC(=O)CCc2ccccc2)cc1,-9,1,13,34,32*,15,1.2,0.7,0
CCC(=O)NC(=S)Nc1cccc(NC(=O)c2ccccc2Cl)c1,-7,-0.05,10,-2,4,3,-0.42,1,7
O=C(CSCc1ccccc1)Nc1cccc(C(=O)Nc2ccccc2C(=O)O)c1,0,-1.6,2,95*,-4,-1,0.97,0,5
CNC(=O)CSc1nnc(-c2ccc(S(=O)(=O)N3CCCC3)cc2)n1-c1cccc(C)c1C,5,-0.51,-9,88*,8,0,0.0049,0.1,0
CCOC(=O)c1ccccc1NC(=O)c1ccc(F)cc1,8,0.95,-8,-9,8,2,-1.2,1.1,-6
Cc1ccc(CNC(=O)C2(C)Oc3ccccc3NC2=O)cc1 (centres undefined),-7,-0.29,8,90*,-11,3,-0.25,0.1,23
CCOC(=O)N1CCN(C(=O)c2ccccc2Oc2ccccc2)CC1,4,-0.77,-7,94*,3,-5,0.37,0.1,0
Nc1nc(CN2CCCCCC2)nc(Nc2ccccc2)n1,-5,0.46,7,1,-4,9,1.1,1,-5
COc1ccc(Cl)cc1NS(=O)(=O)c1ccc(OC)c(OC)c1,-2,-0.57,3,/,/,/,0.19,/,/
Cc1cc(C)nc(SCc2nc3ncccn3c2Br)n1,2,0.07,2,-18,8,4,0.11,1.2,3
C[C@H](N)c1nnc(SCC(=O)N(C)C)o1,0,-0.37,5,12,4,-2,0.81,0.9,4
C/C=C/Cn1c(SCCCc2ccccc2)nc2c1c(=O)[nH]c(=O)n2C,-3,/,2,77*,41*,-4,0.63,0.2,5
Cn1c(C(=O)N2COCC2(C)C)cc2c(=O)n3ccccc3nc21,-1,1.1,2,1,14,1,/,1,12
COc1ccc(CN2CC(C(=O)NCCCN3CCOCC3)CC2=O)cc1 (centres undefined),2,-1.1,-4,-3,35*,5,-2,1,-5
Cc1ccc(Nc2nc3nonc3nc2N(C)C)cc1,-3,-0.84,8,5,-6,15,-0.37,1,5
O=C(NC(=S)N1CCCCC1)C12CC3CC(CC(C3)C1)C2,-2,-0.14,4,4,33*,3,0.018,1,21
O=CN1CCN(C(C(=O)NC2CCCC2)c2ccc(Cl)cc2)CC1 (centres undefined),-8,1.4,7,-4,25,2,-1.2,1,-4
Cc1ccc(-n2nc3ccc(NC(=O)/C=C/c4ccco4)cc3n2)cc1C,-19,1.1,22,34,10,-1,-0.19,0.7,-10
FC(F)(F)c1cc(-c2ccccc2)nc(NCc2cccnc2)n1,-3,-3.4*,5,73*,34*,-8,0.58,0.3,-6
O=C(CCN1CCN(C/C=C/c2ccccc2)CC1)Nc1ccccc1,-12,0.31,9,-10,19,-8,-0.15,1.1,18
Cc1ccc(NC(=O)CSc2nnc(-c3ccccn3)n2C)cc1,-2,1.6,0,-1,4,2,0.59,1,19
Cc1cc(CCN2CCC(=O)NC2=O)ccc1OC(C)C,-5,0.18,4,7,0,4,-1.1,0.9,-8
CCOc1ccccc1NC(=O)CSc1nnc(-c2ccccn2)n1Cc1ccco1,2,-1,-3,79*,4,-6,1,0.2,-1
COCCn1c(CN2CC(C)CC(C)C2)nc2c1c(=O)n(C)c(=O)n2C (centres undefined),/,/,/,11,2,5,0.079,0.9,3
Cc1onc(-c2c(Cl)cccc2Cl)c1C(=O)c1c[nH]c(C(=O)NC2CC2)c1,-6,-1.4,12,8,-3,1,0.67,0.9,-15
CCC(C)(C)n1nnnc1C(c1cc2cc3c(cc2[nH]c1=O)OCO3)N1CCN(C)CC1 (centres undefined),-12,0.17,12,12,0,4,0.66,0.9,30*
CC(=O)Nc1ccc(S(=O)(=O)N2CCc3c(Cl)cccc3C2)cc1,-4,/,3,-169,0,3,-0.25,2.7*,-6
O=C(C1CCN(S(=O)(=O)N2CCOCC2)CC1)N1CCN(Cc2ccc3c(c2)OCO3)CC1,-7,0.65,6,15,-4,-2,-0.24,0.8,21
